# High-throughput results (PubChem BioAssay)
# HCMV antiviral – inhibitors of human cytomegalovirus; 410,000 tested, 4.5% active; HFF cells, HCMV-luciferase reporter, 72 h; hits give low values; activity change, negative = inhibition, % at 57.5 µM; in the data active = activity change below about -60%; inconclusive = no clear call, values can overlap the other calls; inactive = above about -39%
#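 Luciferase read-out from HCMV-luciferase-infected HFFs (MOI 1 PFU/cell) 72 h post infection at 37C; compounds added after 16 h cell attachment; activity normalized between buffer-only basal and Salinomycin (10uM) inhibitor controls.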
# Giardia FBPA inh – inhibitors of Giardia lamblia fructose-1,6-bisphosphate aldolase. 290,000 tested, 0.71% active. Potency, µM (highest dose often 59.6 µM), without a hit: at the top dose activity, negative = inhibition, hits mostly inhibitors. purified Giardia FBPA. A8B2U2. AID 2451; also: potency is read from the fitted curve at half-maximal effect; nearly all actives have a fitted effect of over 55% in size
# Target sequence (A8B2U2 whole entry, looked up): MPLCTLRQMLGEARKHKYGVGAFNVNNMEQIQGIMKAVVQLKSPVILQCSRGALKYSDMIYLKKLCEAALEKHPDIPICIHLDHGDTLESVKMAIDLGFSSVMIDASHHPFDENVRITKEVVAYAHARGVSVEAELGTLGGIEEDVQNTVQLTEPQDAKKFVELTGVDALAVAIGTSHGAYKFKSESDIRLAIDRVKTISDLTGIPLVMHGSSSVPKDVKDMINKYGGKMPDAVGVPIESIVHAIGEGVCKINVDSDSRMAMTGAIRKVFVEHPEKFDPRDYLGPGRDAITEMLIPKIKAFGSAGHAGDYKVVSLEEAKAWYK
#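 40 nM FBPA preincubated 10 min at RT with compound (up to 57.5 uM final), then substrate plus GAPDH/TPI/NAD/arsenate coupling and diaphorase/resazurin added. Fluorescence read after 20 min at RT, 525/598 nm.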
# HCV inh – blocks hepatitis C virus | Huh7.5.1 HCVcc-Cre infection, luciferase reporter, 44 h | Potency, µM (titrated, usually from 41.8 µM), without a hit: at the top dose activity change, negative = inhibition, usual class: inhibitors | 340,000 tested, 3.4% active | AID 651820; also: potency is read from the fitted curve at half-maximal effect
#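 Cells seeded at 1,000/well and cultured 4 h, then compounds added followed by HCVcc-Cre virus (~0.5 moi). After 44 h further culture, luciferase substrate was added, plates held 15 min at room temperature, and luminescence read for 15 sec.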
# AmpC inh detg – inhibitors of E. coli AmpC beta-lactamase with detergent; P00811; AmpC hydrolysis of nitrocefin, absorbance 480 nm, 0.01% Triton; Potency, µM (highest dose often 114 µM), inactives show at the top dose activity change, negative = inhibition, actives largely listed as inhibitors; 370,000 tested, 0.041% active; AID 485294;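 also: potency is read from the fitted curve at half-maximal effect; 0% = no-compound wells and -100% = no-enzyme wells; nearly all actives have a fitted effect of over 25% in size; some results filed as inactive show a strong effect at the top dose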
# Target sequence (P00811 whole entry, looked up): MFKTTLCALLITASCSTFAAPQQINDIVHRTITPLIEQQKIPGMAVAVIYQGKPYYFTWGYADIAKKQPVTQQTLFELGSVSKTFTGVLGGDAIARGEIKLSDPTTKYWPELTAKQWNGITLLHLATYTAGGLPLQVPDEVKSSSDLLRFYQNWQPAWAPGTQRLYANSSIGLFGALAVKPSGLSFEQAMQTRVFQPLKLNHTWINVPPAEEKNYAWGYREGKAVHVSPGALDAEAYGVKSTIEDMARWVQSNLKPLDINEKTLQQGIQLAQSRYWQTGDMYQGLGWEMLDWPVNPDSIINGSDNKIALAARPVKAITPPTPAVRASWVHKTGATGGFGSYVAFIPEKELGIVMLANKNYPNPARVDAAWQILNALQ
#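 20 mM phosphate pH 7.0 + 0.01% (detergent screen) or 0.0001% Triton X-100; 5.3 nM AmpC reagent; cpd preinc 15 min RT; nitrocefin (800 uM stock) to start; A480 q20 s × 4 min; Activity was normalised to no-enzyme and no-compound control wells.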
# AMA1-RON2 inh – inhibitors of Plasmodium falciparum AMA1-RON2 interaction. AlphaScreen AMA1-biotinylated RON2 peptide binding. Potency, µM (top dose mostly 58.2 µM), inactives show at the highest dose activity change, negative = inhibition, actives largely listed as inhibitors. 360,000 tested, 0.2% active. AID 720542;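 also: potency is read from the fitted curve at half-maximal effect; 0% = vehicle wells and -100% = peptide control; nearly all actives have a fitted effect of over 45% in size; some results filed as inactive show a strong effect at the top dose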
#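 AMA1 (3D7) with his tag at 25 nM final met compounds first, then biotinylated RON2 peptide at 25 nM; detection used donor plus acceptor beads, 10 µg/mL apiece, read by AlphaScreen after 30 min at room temperature.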
# Sm TGR block – blocks Schistosoma mansoni thioredoxin glutathione reductase | Potency, µM (highest dose often 114 µM), for the others: at the highest dose activity change, negative = inhibition, actives largely listed as inhibitors | 360,000 tested, 3% active | Q962Y6 | AID 485364 | purified TGR, DTNB reduction, TNB absorbance 405 nm; also: potency is read from the fitted curve at half-maximal effect; nearly all actives have a fitted effect of over 60% in size
#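 Kinetic colorimetric format: TGR-catalysed, NADPH-driven DTNB reduction monitored via TNB absorbance. Enzyme dispensed at 20 nM; compound exposure 15 min at room temperature before reaction start.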
# * marks the source's active call; other numbers are inactive results; ? = inconclusive; . = no result given; & = joins results of further samples; [ ] = remark or other dose. Unless noted, calls follow the shape of the dose curve; as a rule, active = well fitted curve in the direction sought with a large enough effect; inconclusive = small, poorly fitted or top-dose-only effect, or another doubt; inactive = no such curve, though single readings can be large; an effect the other way counts as inactive or inconclusive. Unless noted, % is scaled to controls: 0 for no effect and ±100 for the full control effect.
SMILES,HCMV antiviral,Giardia FBPA inh,HCV inh,AmpC inh detg,AMA1-RON2 inh,Sm TGR block
CC(=O)c1ccc(-c2ccc(C(=O)NCC(c3ccc(F)cc3)N3CCOCC3)o2)cc1 (stereo unspecified),5,.,-13%,-6%,1%,-32%
COc1ccc2cc(-c3ccn[nH]3)ccc2c1,.,-5%,?,-2%,-10%,0%
O=C(NN1CCOCC1)c1sc2cccc(F)c2c1Cl,-4,2%,1%,0%,-4%,-34%
CN(C)C(=O)c1cnc(Sc2ncc(C(F)(F)F)cc2Cl)n1C,-14,15%,-10%,?,16%,0%
COc1ccc(OCC(=O)N2CCN(C(=O)c3ccco3)CC2)cc1,20,8%,-2%,4%,-11%,-8%
CCN1C(=O)/C(=C/c2ccc(C)o2)N(C)C1=S,?,-11%,2%,?,?,28µM*
COc1ccc(Cl)cc1NC(=O)CN1CCC(n2nnc3ccccc32)CC1,10,3%,-14%,-4%,-22%,-1%
CCOc1ccc(-n2c(=O)cc(N3CCN(c4ccc(F)cc4)CC3)[nH]c2=O)cc1,-25,8%,.,-6%,23%,-2%
Cc1cc(C)nc(SCC(=O)Nn2cnnc2)n1,5,-6%,-4%,-9%,-8%,4%
CCN(Cc1ccccc1)C(=O)Cn1c(=O)n(CC(=O)NCc2ccco2)c(=O)c2sccc21,-31,11%,5%,?,14%,0%
C=C1C[C@]23C[C@@]1(O)CC[C@H]2[C@@]12C=C[C@H](O)[C@@](C)(C(=O)O1)[C@H]2[C@@H]3C(=O)O,30&-20,.,15%&-5%,?,-4%&-2%,-2%&-2%
Cc1ccc(-c2nnc(NCc3nc4ccccc4[nH]3)c3ccccc23)cc1S(=O)(=O)N1CCOCC1,.,-1%,?,-7%,6%,-11%
N#Cc1nc(COc2ccc(F)cc2)oc1N1CCCCC1,10,-7%,7%,3%,1%,.
COC(=O)C1=C(C(=O)OC)[C@@H]2N(C)c3ccc(OC)cc3[C@@]23C[C@@H](C(=O)OC)N(C(=O)NCCBr)C3=N1,33,.,-3%,.,?,.
CC(=O)N1CCN(C(=O)COC(=O)c2ccc(S(C)(=O)=O)cc2)CC1,4,.,-7%,.,13%,.
COc1ccc(C(C)NC(=O)CCc2ccccc2)cc1 (stereo unspecified),-9,7%,23%,-3%,7%,8%
O=C(CN(Cc1ccco1)Cc1cccs1)N1CCN(S(=O)(=O)c2cccc(F)c2)CC1,-14,.,?,9%,1%,40µM*
Cc1cccc(C)c1NC(=O)CCN1C(=O)C2C3CCC(C3)C2C1=O (stereo unspecified),15,0%,10%,-13%,0%,29%
CC(=O)N1CCN(CCN=CC2=C(O)CC(C)(C)CC2=O)CC1,-7,-2%,-13%,-9%,53%[activator],28µM*
O=c1cc(N2CCCCC2)c(-c2ccccc2)n[nH]1,-39,2%,8%,6%,8%,1%
COc1ccc(NS(=O)(=O)c2ccc(NC(=O)C(CCSC)NC(N)=O)cc2)cc1 (stereo unspecified),12,4%,5%,-5%,4%,-1%
O=C(COc1ccc(Cl)cc1[N+](=O)[O-])N1CCCCC1,-28,2%,8%,-3%,-28%,4%
CC(C)CC(=O)Nc1ccc(Nc2ccccc2)cc1,36,-6%,2.8µM*,-11%,-17%,-3%
COc1cccc(C=NNc2nnc(NN=Cc3cccc(OC)c3OC)c3ccccc23)c1OC,122,.,?,.,15%,.
COc1ccc(C[C@H]2CN3C(=NC[C@@H]3Cc3ccc(O)cc3)N2CCNC(=O)c2ccc(C)c(Br)c2)cc1,52,-6%,-19%,5%,-25%,-2%
CNC(=S)N/N=C/c1ccc(-c2ccc(C(=O)O)cc2)o1,-16,18µM*,12%,-5%,103%[activator],?
COC(=O)C1=C(C)N(c2ccc(C(=O)OC)cc2)C(=O)C1,-12,0%,?,4%,?,?
O=C(c1cnn(-c2nc3ccccc3s2)c1)c1ccccc1O,-4,-5%,5%,?,-16%,-17%
Cc1cccc(NC(=S)NCCc2c[nH]c3ccccc23)c1,-80*,-20%,-13%,-17%,-11%[2.32 µM],-5%
CC(=O)NC(CC(=O)NNC(=O)COc1c(C)cccc1C)c1ccccc1 (stereo unspecified),18,.,20%,.,49%[activator],.
CCN1CCN(c2nc3c(c(=O)[nH]2)CCC3)CC1,3,-1%,6%,-1%,6%,-9%
COc1ccc2cc(C#N)c(SCC(=O)N3CCCC3)nc2c1,66,0%,?,?,73%[activator],-9%
O=C(Nc1ccc(Cl)cc1)N(Cc1nc2ccccc2c(=O)[nH]1)Cc1cccs1,1,-11%,?,-2%,43%[activator],2%
CCOCCOC(=O)COc1ccc2c(=O)c(Oc3ccc(OC)cc3)coc2c1,46,7%,10%,0%,2%,0%
Cc1cccc(OCc2n(CC(=O)OC3CC(C)CCC3C(C)C)c3ccccc3[n+]2C)c1 (stereo unspecified),.,3%,1%,5%,-19%,6%
CC(OC(=O)c1cccc(NS(C)(=O)=O)c1)C(=O)Nc1ccc(N2CCOCC2)cc1 (stereo unspecified),35,-14%,2%&3%,-3%,15%,-12%
COc1ccc(CN2C(=O)c3cccnc3C2=O)cc1S(=O)(=O)NCc1ccccc1,21,-1%,3%,-8%,26%,-17%
CCC1(CC)C(=O)Nc2ccccc21,25,.,14%,.,0%,.
Cc1c(C(N)=O)c(N)c(C(=O)c2ccccc2)n1-c1ccccc1,26,-2%,7%,?,-12%,0%[11.4 µM]
O=C1C(=C2CCc3ccccc32)Cc2ccccc21,99,.,-10%,.,-11%,.
COC(=O)c1ccccc1NC(=O)NC1CCCC1,-16,0%,4%,1%,-1%,-14%
COc1cccc(NCc2cc(=O)oc3cc(-c4ccccc4)c(O)cc23)c1,52,4%,?,-11%,-8%[11.6 µM],-11%
CCC(C)c1ccc(S(=O)(=O)N2CCN(C(C)CC(=O)O)CC2)cc1 (stereo unspecified),?,?,?,-2%,2%,27%
COc1ccc(N2CCN(C(=O)Nc3ccccc3Cl)CC2)cc1,?,4%,-5%,-7%&7%,-5%,-8%&4%
COc1ccc(-c2cc(C)no2)cc1S(=O)(=O)N1CCN(c2ccc(C(C)=O)cc2)CC1,0,.,.,0%,.,8%
COc1ccccc1NC(=O)NCc1ccc2c(c1)OCO2,.,0%,-2%,0%,.,-10%
COc1ccc(NC(=O)c2cccc(Cn3cc(Br)cn3)c2)cn1,-23,-1%,?,-1%,14%,-9%
CC1(C)CC(=O)C(C=Nc2ccncc2)=C(O)C1,-11,.,10%,.,-3%,.

# Some of the entries above, reformatted:
# Values run as follows: HCMV antiviral	Giardia FBPA inh	HCV inh	AmpC inh detg	AMA1-RON2 inh	Sm TGR block
C=C1C[C@]23C[C@@]1(O)CC[C@H]2[C@@]12C=C[C@H](O)[C@@](C)(C(=O)O1)[C@H]2[C@@H]3C(=O)O
  30&-20	.	15%&-5%	?	-4%&-2%	-2%&-2%
Cc1ccc(-c2nnc(NCc3nc4ccccc4[nH]3)c3ccccc23)cc1S(=O)(=O)N1CCOCC1
  .	-1%	?	-7%	6%	-11%
N#Cc1nc(COc2ccc(F)cc2)oc1N1CCCCC1
  10	-7%	7%	3%	1%	.
COC(=O)C1=C(C(=O)OC)[C@@H]2N(C)c3ccc(OC)cc3[C@@]23C[C@@H](C(=O)OC)N(C(=O)NCCBr)C3=N1
  33	.	-3%	.	?	.
CC(=O)N1CCN(C(=O)COC(=O)c2ccc(S(C)(=O)=O)cc2)CC1
  4	.	-7%	.	13%	.
COc1ccc(C(C)NC(=O)CCc2ccccc2)cc1 (stereo unspecified)
  -9	7%	23%	-3%	7%	8%
O=C(CN(Cc1ccco1)Cc1cccs1)N1CCN(S(=O)(=O)c2cccc(F)c2)CC1
  -14	.	?	9%	1%	40µM*
Cc1cccc(C)c1NC(=O)CCN1C(=O)C2C3CCC(C3)C2C1=O (stereo unspecified)
  15	0%	10%	-13%	0%	29%
CC(=O)N1CCN(CCN=CC2=C(O)CC(C)(C)CC2=O)CC1
  -7	-2%	-13%	-9%	53%[activator]	28µM*
O=c1cc(N2CCCCC2)c(-c2ccccc2)n[nH]1
  -39	2%	8%	6%	8%	1%
COc1ccc(NS(=O)(=O)c2ccc(NC(=O)C(CCSC)NC(N)=O)cc2)cc1 (stereo unspecified)
  12	4%	5%	-5%	4%	-1%

# (continued)
SMILES,HCMV antiviral,Giardia FBPA inh,HCV inh,AmpC inh detg,AMA1-RON2 inh,Sm TGR block
CCc1nnc(NC(=O)CSc2nnc(COc3ccc(C)cc3)n2-c2ccccc2)s1,53,9%,16%,-12%,-2%,-9%
Cc1cccc(CSc2nc3ccccc3c(=O)n2C)c1,-76*,.,22µM*,-5%,53%[activator],3%
CCOC(=O)[C@@H]1[C@H]2COc3ccc(Br)cc3[C@@H]2N2C(=O)N(c3ccc(C)cc3)C(=O)[C@]12C,?,5%,0%,-12%,-6%,7%
Cc1cc(S(=O)(=O)Nc2c(C)nn(C)c2C)c(Cl)cc1Cl,?,-10%,-25%,2%,-6%,8%
O=S(=O)(c1cnc(Cl)c(Cl)c1)N1CCN(c2ncccn2)CC1,?,4%,-71%,-6%,7%,0%
N#CC1=C(N)NC(SCc2ccccc2)=C(C#N)C12CCCCC2,6,-16%,?,-8%,-4%,-3%
COc1ccccc1N1CCN(C2CCCN(Cc3c(F)cccc3F)C2)CC1 (stereo unspecified),89,2%,-11%,-17%,-5%,0%
COc1ccc(NC(=O)COc2cccc(-n3cnnn3)c2)cc1,?,.,-3%,1%,-9%,8%
O=[N+]([O-])c1ccc(N2CCCCC2)cc1NCCOc1ccccc1,-27,3%,11%,-7%,?,5%
O=C1COc2ccc(C(=O)CSc3nnnn3-c3ccccc3)cc2N1,15,7%,-13%,-11%,-10%,-2%
COc1ccc(CCNC(=O)c2nn(C)c3c2CS(=O)(=O)c2ccccc2-3)cc1OC,.,3%,?,-12%,-6%,3%
Cc1cc(C(=O)CSc2n[nH]c(N)n2)c(C)n1-c1cccc(F)c1,1,2%,?,?,-9%,?
Cc1cc(NC(=O)C2CCCN(S(=O)(=O)c3cn(C)cn3)C2)ccc1Br (stereo unspecified),55,.,.,6%,.,0%
O=C(NC(Cc1ccc(O)cc1)C(=O)O)/C(=C/c1ccccc1)NC(=O)c1ccccc1 (stereo unspecified),69,.,1%,2%,-20%,-18%
CCN1CCN(C(=O)CS(=O)(=O)Cc2nc(-c3cccc(OC)c3)oc2C)CC1,-32,2%,4%,-11%,-4%,-20%
CCCc1cc(=O)oc2c(CNc3ccc(OCC)cc3)c(O)ccc12,-20,?,?,0%,9%,?
COc1cccc(-c2nc(C#N)c(N3CCN(C(=O)c4ccco4)CC3)o2)c1,17,.,.,1%,-2%,-17%
O=S(=O)(c1ccc(Br)cc1)c1nnn2c1nc(NCc1cccs1)c1sccc12,10,.,.,14%,.,7%
